From PubChem BioAssay
Bim-Bcl-2 = disrupts Bim peptide binding to human Bcl-2; P10415; Bead-based flow cytometry, Bim peptide-Bcl-2 binding; inhibition, % at 10 µM; 0.06% of 190,000 active; in the data active = inhibition above about 40%; inconclusive = no clear call, values can overlap the other calls;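 note: 0% = no compound wells with probe peptide and 100% = reference peptide inhibitor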
Target sequence (P10415 whole entry, looked up): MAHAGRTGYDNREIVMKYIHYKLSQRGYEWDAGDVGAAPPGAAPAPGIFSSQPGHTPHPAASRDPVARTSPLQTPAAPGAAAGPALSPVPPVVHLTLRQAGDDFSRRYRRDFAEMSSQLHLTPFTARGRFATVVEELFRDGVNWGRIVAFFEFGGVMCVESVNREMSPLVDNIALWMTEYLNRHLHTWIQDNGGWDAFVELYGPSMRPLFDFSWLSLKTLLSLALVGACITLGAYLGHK
RGS4-Gao reg = human RGS4-Galphao interaction regulation; P09471; Multiplexed bead flow cytometry, RGS4-Galphao binding; actives lie on both sides; binding response (% of control), % at 10 µM; 0.33% of 220,000 active; AID 1415; in the data active = binding response below about 49% or above about 150%; inactive = in between;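 note: fluorescent Galphao activated with aluminum fluoride binding bead-coupled RGS4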
Target sequence (P09471 whole entry, looked up): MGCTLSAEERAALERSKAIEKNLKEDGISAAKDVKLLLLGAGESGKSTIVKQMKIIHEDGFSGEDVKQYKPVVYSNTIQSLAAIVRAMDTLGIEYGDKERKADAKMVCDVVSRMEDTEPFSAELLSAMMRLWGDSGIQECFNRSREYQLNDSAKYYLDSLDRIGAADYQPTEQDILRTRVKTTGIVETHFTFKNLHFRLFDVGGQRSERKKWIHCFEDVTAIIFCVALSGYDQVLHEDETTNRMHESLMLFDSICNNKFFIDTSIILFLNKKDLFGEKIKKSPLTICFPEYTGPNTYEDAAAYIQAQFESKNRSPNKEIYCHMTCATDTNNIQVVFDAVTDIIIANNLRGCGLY
RGS7-Gao reg = modulates binding of RGS7 to human Galphao; Multiplexed bead flow cytometry; actives lie on both sides; binding response (% of control), % at 10 µM; 0.35% of 220,000 active; AID 1439; in the data active = binding response below about 49% or above about 150%; inconclusive = no clear call, values can overlap the other calls; inactive = in between;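 note: fluorescent Galphao held in activated GDP-AlF4 state binding bead-coupled RGS7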
Bim-Bcl-W = disrupts Bim peptide binding to human Bcl-W; Q92843; bead-based flow cytometry; inhibition, % at 10 µM; 0.02% of 190,000 active;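 note: 0% = bound tracer without compound and 100% = peptide blocker; higher means less fluorescent Bim peptide bound to Bcl-W beads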
Target sequence (Q92843 whole entry, looked up): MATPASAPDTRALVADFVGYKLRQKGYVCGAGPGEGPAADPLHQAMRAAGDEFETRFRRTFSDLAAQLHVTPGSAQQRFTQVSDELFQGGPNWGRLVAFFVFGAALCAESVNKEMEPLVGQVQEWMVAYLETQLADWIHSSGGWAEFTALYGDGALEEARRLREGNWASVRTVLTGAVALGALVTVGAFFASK
RGS8-Gao = modulates binding of RGS8 to human Galphao; P09471; multiplexed bead flow cytometry; actives lie on both sides; response (percent of control binding), % at 10 µM; 0.34% of 220,000 active; AID 1423; in the data active = response below about 60% or above about 140%; inactive = in between;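 note: Galphao activated as the GDP aluminium fluoride complex binding bead-coupled RGS8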
Bcl-B Bim block = disrupts Bim peptide binding to human Bcl-B; Q9HD36; bead-based flow cytometry; inhibition, % at 10 µM; 0.073% of 190,000 active; AID 951;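 note: 0% = tracer peptide without compound and 100% = reference inhibitor peptide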
Mcl-1 Bim block = inhibitors of Bim-Mcl-1 interaction, human; inhibition, % at 10 µM; Bead-based flow cytometry, Bim peptide-Mcl-1 binding; Q07820; 0.1% of 190,000 active;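 note: 0% = no compound tracer wells and 100% = peptide blocker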
Bfl-1 Bim block = disrupts Bim binding to human Bfl-1; Bead-based flow cytometry, Bim-Bfl-1 binding inhibition; 0.12% of 190,000 active; inhibition, % at 10 µM; Q16548; AID 1008;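 note: 0% = wells without compound plus tracer and 100% = blocker peptide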
GSH fluor = compound fluoresces at 488/530 nm on GSH beads; GSH beads flow cytometry, compound fluorescence 488/530 nm; stronger effect = higher value; 0.25% of 190,000 active; fluorescence (KMESF) at 10 µM; in the data active = fluorescence above about 89;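 note: glutathione beads carrying GST-tagged Bcl family fusion proteins plus one bare bead set; values are compound well signal with DMSO vehicle wells as background; inactives centre near 16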
Bcl-XL Bim block = inhibitors of Bim-Bcl-XL interaction, human | Q07817 | 0.04% of 190,000 active | inhibition, % at 10 µM | Bim peptide-Bcl-XL binding, bead flow cytometry, fluorescence | AID 1007
Target sequence (Q07817 whole entry, looked up): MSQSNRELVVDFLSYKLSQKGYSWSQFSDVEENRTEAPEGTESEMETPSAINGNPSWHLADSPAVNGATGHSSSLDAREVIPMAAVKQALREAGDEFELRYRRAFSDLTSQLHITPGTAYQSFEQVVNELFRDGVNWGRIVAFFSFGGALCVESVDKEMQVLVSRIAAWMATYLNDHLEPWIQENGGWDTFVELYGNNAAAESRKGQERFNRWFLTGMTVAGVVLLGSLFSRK
Mcl1-Bid inh = Mcl-1/Bid interaction inhibition; 0.97% of 220,000 active; AID 1021; TR-FRET Mcl-1/Bid-Dy647 peptide binding, 1536-well; Q07820; inhibition, % at 21.7 µM;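 active = compounds that cut the binding signal by more than half at the single screening dose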;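 note: His-tagged Mcl-1 with europium anti-His antibody binding Bid BH3 peptide; 0% = Mcl-1 plus peptide wells and 100% = peptide-only wells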
The depositor's hits bear a star; ? = inconclusive. Cut-off read from the data, not from the text of the source, unless noted: active = inhibition above about 40%.

Bcl-XL Bim block,RGS7-Gao reg,Bcl-B Bim block,Bim-Bcl-2,GSH fluor,Bfl-1 Bim block,Mcl1-Bid inh,Mcl-1 Bim block,RGS4-Gao reg,Bim-Bcl-W,RGS8-Gao,smiles
0,101,-2,0,17,2,12,-3,103,2,105,O=C(CCN1CCCC1Cc1ccccc1)c1ccc2c(c1)OCCO2 (configuration not stated)
-3,101,-8,-9,16,-12,-7,0,104,-1,105,FC(F)(F)c1nnc2c(Sc3ccccc3)nc3ccccc3n12
-10,102,-8,-9,13,-12,-36,-5,101,-7,96,COc1cc(/C=N/N=C2/C(=O)Nc3ccccc32)ccc1O
-4,102,-6,-1,11,-5,-29,-2,100,-2,102,S=C(NCC(c1cccnc1)N1CCOCC1)NC1CCCCC1 (configuration not stated)
0,100,-3,-1,10,-1,-12,-3,100,-3,102,COc1ccc(N(Cc2ccccc2)S(=O)(=O)c2ccc(C)cc2)cc1
-6,100,-11,-7,30,-15,-21,-4,100,0,98,COc1ccc(CCNC(=O)CSc2nnc(Cc3csc(N)n3)n2C)cc1OC
-9,101,-1,-7,47,-5,-7,3,99,1,101,COc1ccc(Nc2ncnc3ccccc23)cc1
0,105,2,0,15,0,22,-1,104,-1,100,CCOc1ccc2nc(NC(=O)CSc3nc4cccnc4n3C)sc2c1
-6,102,-5,-6,11,-1,-66,-5,102,-6,96,COc1cc(CNc2ccc(C(=O)O)cc2)cc(Br)c1OCC(=O)NC(C)(C)C
-7,103,-3,-3,12,-4,4,-3,104,-3,101,COc1ccc(NC(=O)c2cccc(S(=O)(=O)N3CCc4ccccc43)c2)cn1
0,96,-2,0,25,-5,2,-8,101,0,99,O=C(COC(=O)C1CCCCC1)Nc1ccc([N+](=O)[O-])cc1
0,98,-6,-2,10,-3,-14,-2,98,-1,101,CCOC(=O)CC(=O)CSc1ncnc2c1oc1ccccc12
-2,99,-2,2,5,0,-12,-4,96,5,93,Cc1ccc(S(=O)(=O)NCCCC(=O)C=[N+]=[N-])cc1
-1,100,-5,3,5,-4,-36,2,103,2,105,CCN(CC)c1ccc(NC(=O)CN2CCN(c3ccccc3F)CC2)cc1
-3,101,-4,-9,24,-10,15,0,105,1,101,Cc1noc(NS(=O)(=O)c2ccc(NC(=O)CSc3ncccn3)cc2)c1C
-1,?,0,-3,16,-3,-50,1,99,0,99,Cc1nn(C)c(Oc2cccc(C(F)(F)F)c2)c1C#N
-5,99,-7,-5,23,-1,-25,-3,99,-3,98,N#Cc1cc2c(nc1SCc1ccccc1)CCCC2
-3,85,-6,-5,25,-9,-28,0,89,1,97,Cc1cc2cc(CNC(=O)NC3CCCCC3)ccc2n1C
-2,?,-5,-3,12,-5,-14,-2,99,-1,101,CCOC(=O)c1c(N)nn(C(=O)c2ccccc2)c1-c1ccccc1
0,99,-8,-1,10,-5,-4,1,98,3,100,Cc1ccc(C(=O)N(CC(=O)NC2CCCCC2)c2ccccc2C)s1
-4,100,-10,-10,23,-15,-24,-3,97,-1,99,Cc1ccc(Cn2ccc(NC(=O)c3cc(-c4ccc(F)cc4)on3)n2)cc1
0,99,-2,-4,14,-7,-36,1,101,0,102,Cc1ccc(CN2CCNC(=O)C2CC(=O)N(C)C(C2CC2)C2CC2)o1 (configuration not stated)
8,96,-3,0,59,-3,-33,-2,97,-5,109,COc1ccc(C2=CC(=O)OC3(CCCC3)O2)cc1
-5,105,-5,-7,15,-7,-89,-3,102,-3,103,COc1cccc(CN2CCN(Cc3ccc(OC)c(OC)c3)CC2CCO)c1 (configuration not stated)
-2,92,-3,-2,11,-3,-12,-1,91,-1,93,O=C(Cn1cnc([N+](=O)[O-])n1)NCCc1ccccc1
0,?,0,-5,11,-3,-22,0,99,0,96,CCNS(=O)(=O)c1ccc(OC)c(C(=O)NC2CCCCC2)c1
-10,100,-8,-6,16,-7,-59,-4,100,-6,101,O=C(Nc1ccc2c(c1)CCC2)c1ccccc1F
-9,96,-3,-1,61,-10,-36,2,99,4,98,CC(C)CNC(=O)c1ccccc1NC(=O)CSCc1ccccc1
0,100,-5,-4,6,-7,-31,0,104,4,103,Cc1cc([N+](=O)[O-])ccc1NCc1ccc2ccccc2c1
-1,103,-11,-12,22,-8,47,0,105,-2,104,CN1C(=O)CS(=O)c2ccc(C(=O)NCCC3=CCCCC3)cc21 (configuration not stated)

Copied from the list.
In Bim-Bcl-W, COc1ccc(C2=CC(=O)OC3(CCCC3)O2)cc1 has the entry -5
In Mcl1-Bid inh, Cc1noc(NS(=O)(=O)c2ccc(NC(=O)CSc3ncccn3)cc2)c1C has the entry 15
In GSH fluor, N#Cc1cc2c(nc1SCc1ccccc1)CCCC2 has the entry 23

Looked up one by one from the list above, two records:
Bcl-XL Bim block,RGS7-Gao reg,Bcl-B Bim block,Bim-Bcl-2,GSH fluor,Bfl-1 Bim block,Mcl1-Bid inh,Mcl-1 Bim block,RGS4-Gao reg,Bim-Bcl-W,RGS8-Gao,smiles
0,100,-5,-4,6,-7,-31,0,104,4,103,Cc1cc([N+](=O)[O-])ccc1NCc1ccc2ccccc2c1
-4,102,-6,-1,11,-5,-29,-2,100,-2,102,S=C(NCC(c1cccnc1)N1CCOCC1)NC1CCCCC1 (configuration not stated)

(next part)
Bcl-XL Bim block,RGS7-Gao reg,Bcl-B Bim block,Bim-Bcl-2,GSH fluor,Bfl-1 Bim block,Mcl1-Bid inh,Mcl-1 Bim block,RGS4-Gao reg,Bim-Bcl-W,RGS8-Gao,smiles
0,?,3,0,14,4,12,-1,103,0,101,O=C(c1ccc(F)cc1)N1CCN(c2cnn(-c3ccccc3)c(=O)c2Cl)CC1
-11,?,-47,-3,15,21,-6,-3,103,-8,89,Cc1ccc(NS(=O)(=O)c2cc(NC(=O)c3ccc4c(c3)NC(=O)CS4)ccc2C)c(C)c1
-1,105,-1,0,9,-5,-29,1,104,0,102,CCOc1cc2c(cc1OC)C(c1cccc([N+](=O)[O-])c1)NCC2 (configuration not stated)
1,95,0,3,17,3,7,0,97,-2,100,CCOC(=O)CCCc1sc(N)nc1-c1[nH]c(=O)[nH]c1C
-6,99,3,-2,35,0,-2,-3,98,-1,96,CC(C)CC(C(=O)Oc1ccc2c3c(c(=O)oc2c1)CCC3)N1C(=O)c2ccccc2C1=O (configuration not stated)
21,?,11,7,8,0,-44,12,103,16,100,COc1ccc(-c2csc(C3=C(O)CN(C(C)C)C3=N)n2)cc1OC
-2,99,-4,-3,14,-6,-20,-2,101,-3,103,COC1CCCN(Cc2nc(Cc3ccccc3F)no2)C1 (configuration not stated)
1,88,-2,-2,5,-11,-4,3,89,4,95,CCCS(=O)(=O)N1CCCC(C(=O)NCCN2CCC(Cc3ccccc3)CC2)C1 (configuration not stated)
2,110,-4,-7,39,-8,-25,0,101,2,101,COc1ccc(-c2occ(C(=O)O)c2C(=O)O)cc1
-6,102,-8,-8,24,-16,4,-1,101,-4,101,CN1CCN(CCCNC(=O)c2cc3c(=O)oc4ccccc4c3s2)CC1
-2,?,0,-1,9,-4,-10,-1,100,1,102,COc1ccc(/C(N)=N/OC(=O)c2ccco2)cc1
-8,90,-2,-1,10,1,-25,-9,94,-4,94,Cc1cc(/C=C2\SC(=Nc3ccc(N4CCOCC4)cc3)N(C)C2=O)c(C)n1-c1cccnc1
-13,88,-5,-9,41,-10,-1,-1,82,0,92,COC(=O)c1ccc(C(=O)OC)c(NC(=O)COC(=O)C2CCC(C(C)(C)C)CC2)c1 (configuration not stated)
-5,100,-4,0,13,-3,-29,0,100,0,99,COc1ccc(C2C(C(=O)c3cccs3)=C(O)C(=O)N2Cc2cccnc2)cc1OC (configuration not stated)
-3,100,-2,-8,13,-6,-15,-1,101,-2,103,CCN(CC)CCNCC(O)(c1ccc(Cl)cc1)c1ccc(Cl)cc1
2,102,0,-4,77,-6,-8,1,99,0,101,CCCCN(CCCC)S(=O)(=O)c1ccc(OC)c2ncccc12
0,?,-1,0,11,-2,-18,2,87,0,91,COc1cccc(C(=O)c2ncc(C(F)(F)F)cc2Cl)c1
-3,100,0,0,22,7,-8,1,99,-1,98,Cc1nn(CC(=O)NCc2cccnc2)c(C)c1[N+](=O)[O-]
-2,104,0,-4,27,-4,-4,0,106,-1,104,CC1(C)Cc2nc(N3CCOCC3)c(C#N)cc2CO1
-2,100,0,-7,22,-18,-21,-2,102,0,101,Cn1c(=O)c(NCCO)c2c3c(cccc31)C(=O)c1ccccc1-2
0,97,0,-2,13,1,8,0,99,0,99,CC1CCCN(C(=O)CSc2nnc(-c3cccnc3)n2C2CCCCC2)C1 (configuration not stated)
-5,106,-4,-4,21,-4,-34,-2,100,-4,101,O=C1C(=O)N(CC2CCCO2)C(c2ccco2)/C1=C(/O)c1ccc(F)cc1 (configuration not stated)
0,100,-5,-3,10,-5,-6,-3,99,0,101,CCOc1ccc(/C=C(/NC(=O)c2ccccc2Cl)C(=O)O)cc1
-3,102,-2,-2,11,-1,-24,-2,100,-1,102,CC(NC(=O)c1ccccc1NC(=O)c1ccccc1)C(=O)N1CCOCC1 (configuration not stated)
-5,98,-6,-3,22,-4,0,-2,91,-9,88,COc1cc(OC)c(C(=O)CCCN2CCCC2)c(OC)c1
-2,100,-5,-1,16,-3,6,0,104,-1,102,CCOC(=O)CC(=O)NC(CC(=O)OC)c1ccc(C(C)C)cc1 (configuration not stated)
-2,102,3,3,12,11,-24,0,102,-3,98,OCCN(CCO)c1ccc2ccccc2c1
-2,98,-4,-4,11,-2,-19,2,98,-1,98,O=C(O)CC(NC(=O)Cc1ccccc1)c1cc([N+](=O)[O-])ccc1Cl (configuration not stated)
0,?,-1,0,12,-1,-31,0,104,1,100,Cc1c(C(=O)Cc2ccccc2)n(C)c2ccccc12
-3,88,0,-4,10,-6,-63,0,85,0,87,O=S(=O)(Nc1ccc(N2CCOCC2)cc1)c1ccc(Cl)s1
-3,101,-1,-3,14,-2,-46,0,98,0,105,COc1ccccc1NC(=O)C(C)N1CCN(C/C=C/c2ccccc2)CC1 (configuration not stated)
-4,100,-5,0,3,1,-6,-1,99,-2,100,CC(C)=N/N=C1/NC(=O)C(CC(=O)Nc2cc(Cl)ccc2C)S1 (configuration not stated)
-6,?,-9,-4,15,-4,-31,-2,101,-7,100,COc1cccc(OC)c1C(=O)NC(=S)Nc1ccc2oc(-c3ccncc3)nc2c1
-1,111,-8,-6,10,-8,34,0,111,1,105,Cc1ccc2nc(Cc3ccc(N)cc3)[nH]c2c1
-2,96,-1,0,18,-1,-31,-3,101,-1,99,CCOc1cc(N2CCOCC2)c(OCC)cc1NC(=O)Cc1cccc(OC)c1
0,100,0,1,13,1,-15,1,102,2,100,Cc1ccc(C(=O)CSc2nnc(CNc3nc(-c4ccccc4)cs3)n2C)cc1
0,101,-1,2,10,-4,-9,3,102,2,104,CCOC(=O)c1c(NC(=O)C2CC(Cl)=CCC2C(=O)O)sc2c1CC(C)(C)OC2 (configuration not stated)
-13,100,-13,-5,20,-14,-2,-6,98,-6,100,C/C(=N\Nc1ncc(Cl)cc1Cl)c1ccc(OC(F)F)cc1
-6,99,-1,-6,16,-2,-38,0,101,-4,100,Cc1cc(-c2ccccc2)nc2[nH]n(-c3ccccc3)c(=O)c12
-2,106,-4,-5,21,-5,-28,-1,109,1,105,CC(C)CCOC(=O)C1C2C=CC3(CN(Cc4cccs4)C(=O)C13)O2 (configuration not stated)
-16,95,-9,-12,34,-14,-8,0,99,0,101,COc1ccc(N(CC(=O)Nc2cccc(OC)c2)S(=O)(=O)c2c(C)nn(C)c2C)cc1
